Screening data as filed in PubChem BioAssay.
HSF1 inh – HSF1 inhibitors in luciferase reporter cells, primary screen, cell-based, NIH3T3, luminescence. NIH3T3-HGL HSE-luciferase, MG132-induced, luminescence 8 h; hits give low values. activity change, negative = inhibition, % at 7.5 µM (by protocol). 300,000 tested, 0.77% active. AID 2098, 2009;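 active means more than half of replicate wells show activity change below -50%, luminescence cut by over half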;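 further: luciferase reports HSF-1 transcriptional activity via heat shock element; 0% = median of DMSO wells and -100% = zero luminescence signal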
HSP90 refold inh – HSP90 inhibitors, primary screen, cell lysate, luminescence | inhibition, % at 5.6 µM | Heat shock protein HSP 90 (rabbit reticulocyte lysate; luciferase refolding) | 290,000 tested, 0.91% active | AID 1789, 2009 | Rabbit reticulocyte lysate, luciferase refolding luminescence, 3 h;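 active means inhibition above the screen-wide mean plus 3 SD, computed separately per campaign, cut at about 16% in these data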;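 further: 0% = DMSO wells and 100% = 60 µM geldanamycin wells; inhibitors lower the luminescence because luciferase stays unfolded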
aSyn 5UTR inh – MLPCN primary screen, SNCA 5' untranslated region; alpha-synuclein 5'UTR reporter, inhibitor activity; inhibition, % (tested at 7.5 µM); 300,000 tested, 0.82% active; in the data active means inhibition above about 60%;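 further: H4 neuroglioblastoma cells stably carrying SNCA 5'UTR luciferase fusion; 0% = DMSO wells and 100% = positive control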
PolyA inhibitor – polyadenylation inhibitors in yeast reporter cells, primary screen, luminescence, S. cerevisiae. S. cerevisiae SKY197-pL101 polyadenylation reporter, beta-gal luminescence; efflux-impaired pdr1/pdr3 knockout yeast; score 100 = 6 SD above DMSO. calls only at 12 µM. 300,000 tested, 0.02% active. AID 1875, 2009;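 active means lowest replicate activity score at least 50, where 100 means six control SD above control mean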;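 further: yeast exposed to compound for 9 h at 30 °C; higher score means more reporter readthrough which indicates perturbed polyadenylation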
IEC-6 cytotox – cytotoxicity in IEC-6 intestinal epithelial cells, primary screen, cytotoxicity control for KLF5 inhibitor project, cell-based, luminescence; IEC-6 cytotoxicity, luminescence viability; inhibition, % at 5 µM; 290,000 tested, 0.78% active; AID 1825, 2009; in the data active means inhibition above about 22%;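 further: 0% = plate median of test compound wells and 100% = cytotoxic reference compound wells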
KLF5 inhibitor – KLF5 expression inhibitors, primary screen, DLD-1 cells, luminescence; DLD-1 KLF5 promoter-luciferase reporter; inhibition, % at 5 µM; 290,000 tested, 0.23% active;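 active means inhibition above a per-plate limit of that plate's mean compound inhibition plus 3 SD, cut at about 60% in these data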;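 further: 0% = DMSO wells and 100% = LY294002 at 200 µM; higher means less KLF5 promoter-driven luciferase light; inactives centre near -14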
HSF1 activator – HSF-1 activators, primary screen, NIH3T3-HGL cells, MG132 stress, luminescence, single point; NIH3T3-HGL HSF-1 luciferase reporter, 8 h; 100% = twice DMSO control signal; 300,000 tested, 1.7% active; activation, % at 9 µM;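 active means mean replicate activation of at least 50% with a set share of replicates each reaching 50%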;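 further: 0% = median of the neutral control wells and 100% = twice that signal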
GSK3A inh – blockers of GSK3A enzyme activity – biochemical, luminescence, cell-free homogeneous, HTS, primary screen. Glycogen synthase kinase-3 alpha (Homo sapiens), P49840. GSK-3 alpha kinase, ADP-Glo luminescence, 60 min. inhibition, % at 10 µM. 320,000 tested, 0.1% active. AID 2650, 2010;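 in the data active means inhibition above about 50%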;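 further: GST-tagged GSK-3 alpha with peptide substrate and 25 µM ATP; 0% = DMSO neutral wells and 100% = GW8510 positive control wells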
Target sequence (P49840 whole entry, looked up): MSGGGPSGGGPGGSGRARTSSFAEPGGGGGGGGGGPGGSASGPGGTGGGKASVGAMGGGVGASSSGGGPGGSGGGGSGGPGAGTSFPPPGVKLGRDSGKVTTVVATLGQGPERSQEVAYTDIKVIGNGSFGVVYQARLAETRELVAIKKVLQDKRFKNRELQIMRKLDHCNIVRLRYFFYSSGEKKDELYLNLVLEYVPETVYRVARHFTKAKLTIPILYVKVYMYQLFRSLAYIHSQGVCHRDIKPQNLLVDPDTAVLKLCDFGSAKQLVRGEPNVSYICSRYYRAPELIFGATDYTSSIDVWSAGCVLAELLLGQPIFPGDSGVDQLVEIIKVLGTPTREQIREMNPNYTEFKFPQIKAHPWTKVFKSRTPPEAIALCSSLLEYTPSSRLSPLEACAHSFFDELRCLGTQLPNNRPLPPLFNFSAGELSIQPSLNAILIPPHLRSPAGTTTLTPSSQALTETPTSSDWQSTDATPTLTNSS
GSK3B inh – human GSK3beta kinase inhibitors, primary screen, biochemical, cell-free homogeneous, HTS | Glycogen synthase kinase-3 beta (Homo sapiens), P49841 | GST-GSK3beta kinase, ADP-Glo luminescence, 60 min; hits give low values | activity score (negative = inhibition), % at 10 µM | 300,000 tested, 0.038% active;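 active means more than half of replicate wells score below -50%, meaning over 50% inhibition versus plate controls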;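 further: 0% = median DMSO wells and -100% = median GW8510 positive control wells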
Target sequence (P49841 whole entry, looked up): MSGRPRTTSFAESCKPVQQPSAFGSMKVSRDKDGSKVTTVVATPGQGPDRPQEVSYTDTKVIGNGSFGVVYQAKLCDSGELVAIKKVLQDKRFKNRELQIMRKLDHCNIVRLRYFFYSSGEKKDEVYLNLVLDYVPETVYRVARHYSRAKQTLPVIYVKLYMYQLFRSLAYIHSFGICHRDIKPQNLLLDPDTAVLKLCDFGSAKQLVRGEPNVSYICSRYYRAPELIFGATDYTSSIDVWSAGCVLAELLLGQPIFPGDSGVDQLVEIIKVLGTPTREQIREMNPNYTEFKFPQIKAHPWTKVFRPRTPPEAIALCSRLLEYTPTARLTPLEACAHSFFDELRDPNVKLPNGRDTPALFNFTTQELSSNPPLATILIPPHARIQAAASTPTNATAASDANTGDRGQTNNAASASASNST
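Test system – GST-tagged human GSK3beta kinase, cell-free · Incubation – 60 min enzyme reaction, room temperature · Signal – ADP-Glo luminescence · Also added – peptide substrate and ATP at 25 µM · Controls – DMSO neutral wells and GW8510 at 20 µM as positive · Buffer or medium – Tris/MgCl2 kinase buffer · Measure – Luminescence-derived activity versus plate DMSO and GW8510 wells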
AI-2 QS modul – Vibrio harveyi AI-2 quorum sensing modulators, primary screen, JMH597 strain, luminescence/OD600 ratio; Vibrio harveyi JMH597 AI-2 luminescence/OD600 ratio, 9 h; hits give low values; strain lacks LuxN and CqsS sensors; 0 = neutral-control median; 300,000 tested, 0.4% active; AID 2094, 2009; activity change, % at 7.5 µM; in the data active means activity change below about -75%, passing the limit was not always enough;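 further: luminescence divided by OD600 gain over 9 h not by final OD600 alone; inactives centre near 13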
Active calls of the source: *; i = inactive; · = not tested or not shown; & = joins results of further samples; ! = not active in a repeat. These rows are one share of the data; count on the stated rates, not on these rows.

SMILES	HSF1 inh	HSP90 refold inh	aSyn 5UTR inh	PolyA inhibitor	IEC-6 cytotox	KLF5 inhibitor	HSF1 activator	GSK3A inh	GSK3B inh	AI-2 QS modul
COc1ccc(C2C(C#N)=C(N)Oc3cc(N)ccc32)cc1OC (stereo unspecified)	-7	-1	-1	i	-8	-20	7	2	1	17
CN(CC(=O)Nc1ccccc1Cl)C(=O)COC(=O)c1cc([N+](=O)[O-])ccc1N1CCOCC1	2	·	10	i	·	·	13	0	2	19
Nc1nc(-c2cccnc2)nc2sc3c(c12)CCCC3	28	-1	-122	i	9	-161	80*	0	-3	9
CCOC(=O)N1CCc2c(sc(NC(=O)c3ccc(S(=O)(=O)N4CCCC4)cc3)c2C#N)C1	-1	-8	8	i	-2	-26	13	1	1	47
Cc1ccc(S(=O)(=O)NNC(=O)c2snnc2C)cc1	11	2	6	i	-4	-25	13	-1	0	4
CN(Cc1cccs1)c1nc(-c2cccnc2)nc2ccccc12	4	2	8	i	-1	6	25	-1	0	-6
CN(CC(=O)NCc1ccccn1)S(=O)(=O)c1ccc(Br)cc1	-3	0	10	i	3	-16	-6	0	0	11
O=C(CS(=O)c1ccc(C(F)(F)F)cc1[N+](=O)[O-])Oc1ccc(Cl)cc1 (stereo unspecified)	65	7	1	i	1	-28	73*	8	0	21
CCOc1ccc(C(=O)NCC(=O)NCC(c2ccco2)N2CCCCC2)cc1OCC (stereo unspecified)	-3	·	11	i	·	·	1	-1	-1	24
CC1(c2ccc([N+](=O)[O-])cc2)NC(=O)N(CC(=O)Nc2cccnc2Cl)C1=O (stereo unspecified)	12	·	6	i	·	·	32	-1	-2	7

At a glance, some entries already given:
SMILES	HSF1 inh	HSP90 refold inh	aSyn 5UTR inh	PolyA inhibitor	IEC-6 cytotox	KLF5 inhibitor	HSF1 activator	GSK3A inh	GSK3B inh	AI-2 QS modul
COc1ccc(C2C(C#N)=C(N)Oc3cc(N)ccc32)cc1OC (stereo unspecified)	-7	-1	-1	i	-8	-20	7	2	1	17
CN(CC(=O)Nc1ccccc1Cl)C(=O)COC(=O)c1cc([N+](=O)[O-])ccc1N1CCOCC1	2	·	10	i	·	·	13	0	2	19
Nc1nc(-c2cccnc2)nc2sc3c(c12)CCCC3	28	-1	-122	i	9	-161	80*	0	-3	9
CCOC(=O)N1CCc2c(sc(NC(=O)c3ccc(S(=O)(=O)N4CCCC4)cc3)c2C#N)C1	-1	-8	8	i	-2	-26	13	1	1	47
Cc1ccc(S(=O)(=O)NNC(=O)c2snnc2C)cc1	11	2	6	i	-4	-25	13	-1	0	4

Further records:
SMILES	HSF1 inh	HSP90 refold inh	aSyn 5UTR inh	PolyA inhibitor	IEC-6 cytotox	KLF5 inhibitor	HSF1 activator	GSK3A inh	GSK3B inh	AI-2 QS modul
C/C(=N\NC(=O)c1ccc(N2CCCC2=O)cc1)c1ccccc1	-8	-1	-24	i	2	-51	20	-1	·	·
Cc1ccc(NC(=O)CCNC(=O)c2ccc(Cl)cc2)cc1F	-3	1	7	i	4	-12	-2	-2	3	9
CCCNC(=O)c1ccccc1NC(=O)C1=CSCCO1	4	0	-1	i	-6	-24	-6	2	0	5
COC(=O)C[C@H]1c2cc(F)ccc2S(=O)(=O)N1c1ccccc1	-5	·	12	i	·	·	-11	-1	-3	13
O=C1OC(/C=C/c2ccccc2)=NC/1=C/c1ccco1	-2	-4	-18	i	-7	-33	9	0	2	-4
C=CCNC(=S)NNC(=O)CCC(O)COCCC(C)C (stereo unspecified)	-8	-3	1	i	0	-2	-11	-4	-1	-17
O=C(CSCc1ccccc1Br)N/N=C/c1ccc(OCC(=O)N2CCCCC2)cc1	3	2	-42	i	-4	-34	8	-2	1	29
COc1ccc(Cl)cc1N(CC(=O)N/N=C/c1ccc(OC(C)C)cc1)S(=O)(=O)c1ccc(C)c([N+](=O)[O-])c1	1	1	-15	i	1	3	10	6	0	42
O=C(O)CSc1ccccn1	-3	-1	-7	i	0	3	-1	0	1	41
COc1ccc(-c2cc(C3CC3)nc(SCC(=O)c3cccs3)c2C#N)cc1	-1	4	20	i	-1	2	-7	-1	1	10
NC(=O)c1ccccc1NC(=O)c1ccccc1F	-4	-1	-26	i	-4	-15	7	-2	0	26
CC1CCC(C(C)C)C(OC(=O)Cn2c(-c3ccccc3)[n+](C)c3ccccc32)C1 (stereo unspecified)	-5&-6	5&0	77*	i	28*!	18&-7	-12&-12	5	0&1	17&24
COc1ccc(C(=O)NCC(=O)N/N=C(\C)c2ccco2)cc1OC	-9	3	15	i	-2	9	0	4	1	16
COc1ccc(OC)c(NC(=O)CSc2nc(=O)n(CCN3CCOCC3)c3c2CCCC3)c1	-2	·	9	i	·	·	9	-1	-5	19
N#CC1=C(S)N(c2ccccc2)C(c2ccc(-c3ccccc3Cl)o2)NC1=O (stereo unspecified)	-11	8	-59	i	9	11	-4	4	-11	11
CC(C)NS(=O)(=O)c1ccc(NC(=O)CCc2ccccc2)cc1	-3	-4	10	i	-5	-32	-8	-4	-4	5
COc1cc2c(cc1OC)C(c1cccc(Br)c1)CC(=O)N2 (stereo unspecified)	7	4	32	i	2	-36	3	6	-3	7
CCOC(=O)c1ccc(NC(=O)N2C3CCCC2CC(NC(C)=O)C3)cc1 (stereo unspecified)	-6	-1	0	i	2	-18	0	0	0	0
CN=C(Nc1ccc(Cl)cc1)c1ccc(C(F)(F)F)cc1	0	4	-92	i	8	-39	33	-3	1	5
COc1ccc(OC)c2sc(N3CCN(c4ccccc4)CC3)nc12	7	0	-5	i	0	-38	25	-3	-2	14
Nc1nonc1-c1noc(CCCCCN2C(=O)c3ccccc3C2=O)n1	·	2	·	·	3	-10	·	-2	·	·
Cc1oc2c(c(C)cc3oc(=O)c(CC(=O)N[C@H](C(=O)O)C(C)C)c(C)c32)c1C	-1	0	6	i	0	-41	-1	-1	1	8
CCN1CCN(c2ccc(S(=O)(=O)N3CCOCC3)cc2NC(=O)COc2ccc(F)cc2Cl)CC1	7	1	4	i	-2	9	5	4	0	35
Nn1c(SCC(=O)N2CCOCC2)nnc1-c1ccco1	1	-2	4	i	-2	-7	-6	1	-3	21
O=c1cc(-c2cccc(Br)c2)nc(-c2ccccc2F)o1	-9	0	3	i	1	3	2	-1	8	4
FC(F)(F)c1ccc(N2CCN(Cc3ccc4c(c3)OCO4)CC2)nc1	-13	-1	15	i	-1	-1	5	-3	1	13
COc1ccc(C(CNC(=O)c2ccc(-c3ccccc3Cl)o2)N2CCOCC2)cc1 (stereo unspecified)	5	·	9	i	·	·	14	-3	-1	38
CC1(C)CC2(CCO1)OC(=O)CC2C(=O)Nc1cccc2ccccc12 (stereo unspecified)	5	0	-12	i	-3	-35	26	-1	3	26
O=C(Cc1ccc([N+](=O)[O-])cc1)NCc1ccccc1Cl	14	1	-11	i	-8	-42	24	1	1	-2
CCOC(CNC(=O)C(=O)Nc1cc2c3c(c1)CC(=O)N3CCC2)OCC	2	0	26	i	-5	-16	11	-3	0	12

Single values from the entries so far:
Result of O=c1cc(-c2cccc(Br)c2)nc(-c2ccccc2F)o1 in HSF1 activator: 2
Result of O=C(Cc1ccc([N+](=O)[O-])cc1)NCc1ccccc1Cl in HSP90 refold inh: 1

(listing goes on)
SMILES	HSF1 inh	HSP90 refold inh	aSyn 5UTR inh	PolyA inhibitor	IEC-6 cytotox	KLF5 inhibitor	HSF1 activator	GSK3A inh	GSK3B inh	AI-2 QS modul
Cc1ccccc1NCN1C(=O)C2CCC(C)(C1=O)C2(C)C (stereo unspecified)	0	2	-9	i	3	-26	1	-3	1	23
O=C(N/C(=C\c1ccccc1)C(=O)N1CCOCC1)c1ccccc1Cl	2	3	-9	i	-8	-23	-10	-1	-5	-1
COc1ccc(S(=O)(=O)N2Cc3ccccc3CC2C(=O)O)cc1 (stereo unspecified)	0	2	1	i	-2	-32	-2	-1	-1	40
O=C(CCCCn1c(=O)c2ccccc2n(CC(=O)NC2CCCC2)c1=O)NCc1ccco1	-5	1	-10	i	6	0	1	0	2	-2
CCCCCOc1ccc(C(=O)NC(CCC)C(=O)O)cc1 (stereo unspecified)	-8	5	13	i	8	25	-3	-2	3	-7
CN(C)c1ccc(NC(=O)c2cccc(C(=O)Nc3ccc(N(C)C)cc3)n2)cc1	·	-3	-33	i	2	-57	·	-1	-3	26
CCc1cc2c(=O)c(-c3ccc4c(c3)OCCO4)coc2cc1OC(=O)c1ccco1	28	1	-31	i	5	-91	30	-2	-2	9
Cc1cc(C)n(C(=O)COc2ccc(Cl)cc2Cl)n1	3	1	-29	i	5	-19	-11	-2	0	4
COc1ccc(C(=O)NC(=S)NNC(=O)[C@H]2C[C@@H]2c2ccccc2)cc1OC	5	2	31	i	2	-24	12	0	0	-9
Cc1ccc(-c2csc3nc4c5ccccc5c(NCCCN5CCOCC5)nn4c(=O)c23)cc1	3	-3	-59	i	3	-21	12	0	3	6
Cn1c(SCC(=O)NCc2ccc3c(c2)OCO3)nnc1C1COc2ccccc2O1 (stereo unspecified)	2	3	10	i	1	-31	-1	3	5	12
NC(=S)N/N=C/c1ccccc1OCc1cccc(Cl)c1	-3	1	27	i	-8	-8	-1	1	1	13
COCCN1CSC(=S)N(Cc2ccco2)C1	·	-1	·	i	2	-14	·	0	-2	17

Grouped by structure, the compounds so far with a CF3 group
SMILES	HSF1 inh	HSP90 refold inh	aSyn 5UTR inh	PolyA inhibitor	IEC-6 cytotox	KLF5 inhibitor	HSF1 activator	GSK3A inh	GSK3B inh	AI-2 QS modul
O=C(CS(=O)c1ccc(C(F)(F)F)cc1[N+](=O)[O-])Oc1ccc(Cl)cc1 (stereo unspecified)	65	7	1	i	1	-28	73*	8	0	21
CN=C(Nc1ccc(Cl)cc1)c1ccc(C(F)(F)F)cc1	0	4	-92	i	8	-39	33	-3	1	5
FC(F)(F)c1ccc(N2CCN(Cc3ccc4c(c3)OCO4)CC2)nc1	-13	-1	15	i	-1	-1	5	-3	1	13
